PG9 binder = PG9 antibody binding by small molecule; TR-FRET gp120-PG9 antibody binding; inhibition, % at 6.7 µM; 0.43% of 360,000 active; in the data active = inhibition above about 8.5%
ssDAF12 agonist = S. stercoralis DAF-12 activation, primary screen; activation, % at 6.8 µM; 1% of 370,000 active; HEK293 ssDAF-12/GRIP1 lit1-tk-luc reporter, luminescence; % of 3 µM dafachronic acid response;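 active = activation above the mean over all tested compounds plus 3 SD, cut at about 0.9% in these data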;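 note: 0% = DMSO-only wells and 100% = 3 µM delta7-dafachronic acid wells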
DAX1 inh-1 = inhibitors of human orphan nuclear receptor DAX1 (NR0B1); 0.99% of 340,000 active; HEK293 Gal4-DAX1 luciferase reporter, luminescence; P51843; inhibition, % at 6.75 µM; AID 504766;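 active = inhibition above the mean over all tested compounds plus 3 SD, cut at about 4.2% in these data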;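 note: 0% = DAX1-transfected cells with DMSO and 100% = empty-vector control cells with DMSO; inhibition shows as a rise in luminescence from relieved DAX1 repression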
Target sequence (P51843 207-470 limits assumed): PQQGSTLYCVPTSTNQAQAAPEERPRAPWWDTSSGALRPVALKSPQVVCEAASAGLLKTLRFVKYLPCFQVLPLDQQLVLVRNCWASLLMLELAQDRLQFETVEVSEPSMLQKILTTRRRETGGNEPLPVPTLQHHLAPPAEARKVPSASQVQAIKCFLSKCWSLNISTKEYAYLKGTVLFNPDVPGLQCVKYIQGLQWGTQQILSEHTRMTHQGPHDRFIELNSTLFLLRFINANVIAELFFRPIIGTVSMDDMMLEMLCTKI
SMARCA2 act = activators of SMARCA2 function; 1% of 370,000 active; activation, % at 9.1 µM; MG213 cells, MMTV-luciferase reporter, dexamethasone, overnight; in the data active = activation above about 7.8%;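 note: 0% = vehicle wells and 100% = reference activator wells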
ADAM17 inh = ADAM17 inhibition, QFRET primary screen; P78536; recombinant ADAM17, EDANS/DABCYL FRET peptide cleavage; inhibition, % at 6.95 µM; 0.83% of 370,000 active; AID 720648;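 active = inhibition above the mean of compounds lying between control limits plus 3 SD, set per campaign, cut at about 8.5% in these data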;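 note: 0% = DMSO-only wells as the low control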
Target sequence (P78536 215-824 limits assumed): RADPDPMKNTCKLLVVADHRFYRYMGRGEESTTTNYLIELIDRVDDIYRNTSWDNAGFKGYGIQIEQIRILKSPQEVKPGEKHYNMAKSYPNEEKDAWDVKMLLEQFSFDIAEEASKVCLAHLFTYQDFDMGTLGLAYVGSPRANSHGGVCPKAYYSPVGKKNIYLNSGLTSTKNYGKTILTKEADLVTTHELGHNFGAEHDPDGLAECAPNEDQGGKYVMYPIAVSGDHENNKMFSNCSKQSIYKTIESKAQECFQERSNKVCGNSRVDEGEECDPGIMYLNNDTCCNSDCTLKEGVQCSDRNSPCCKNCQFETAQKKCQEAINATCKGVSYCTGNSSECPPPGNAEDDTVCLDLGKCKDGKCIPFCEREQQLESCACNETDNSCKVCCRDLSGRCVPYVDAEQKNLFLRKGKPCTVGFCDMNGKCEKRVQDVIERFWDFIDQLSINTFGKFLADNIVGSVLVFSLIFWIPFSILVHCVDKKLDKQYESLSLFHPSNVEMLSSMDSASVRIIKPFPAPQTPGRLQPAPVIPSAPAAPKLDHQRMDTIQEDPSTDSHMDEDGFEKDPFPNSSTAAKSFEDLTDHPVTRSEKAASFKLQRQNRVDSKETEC
ADAM10 inh = ADAM10 inhibition, QFRET primary screen; recombinant ADAM10, EDANS/DABCYL FRET peptide cleavage, 3 h; O14672; inhibition, % at 7 µM; AID 720582; 0.62% of 370,000 active;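 active = inhibition above a per-campaign cutoff equal to the mean of compounds falling between control-based bounds plus 3 SD, cut at about 20% in these data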;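 note: 0% = DMSO wells while the 100% control is not disclosed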
hgDAF-12 ag = activates the H. glycines DAF-12 receptor ligand-binding domain. activation, % at 6.8 µM. 1.8% of 370,000 active. HEK293 GAL4-hgDAF12 UAS-luciferase reporter, agonist luminescence; normalized to butyrate control. AID 687014;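 active = activation above a cutoff set at the mean of all screened compounds plus 3 SD, cut at about 10% in these data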;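 note: 0% = DMSO wells and 100% = sodium butyrate wells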
GAA850 FXN act = increases GAA850 frataxin promoter reporter activity | HEK293 lucGAA850 FXN promoter luciferase reporter, 24 h; percent of 10 µM SAHA response | activation, % at 6 µM | 0.56% of 360,000 active;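 active = activation above the average of all compounds screened plus 3 SD, cutoff fixed separately per campaign, cut at about 7.5% in these data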;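 note: 0% = DMSO wells and 100% = 10 µM SAHA wells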
GC-A act = GC-A (human) enzyme activation | 0.14% of 370,000 active | HEK293 GC-A cells, cGMP TR-FRET, EC30 ANP; 0% at EC30 ANP, 100% saturating ANP | P16066 | activation, % at 10 µM | AID 1671463; in the data active = activation above about 40%
hcDAF-12 act = H. contortus DAF-12 activation, primary screen. HEK293 hcDAF-12 lit1-tk-luc reporter, luminescence; 0% DMSO, 100% Δ7-dafachronic acid. activation, % at 6.8 µM. 1.4% of 370,000 active. AID 652067;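 active = activation above the mean of all tested compounds plus 3 SD, cut at about 5.5% in these data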;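 note: 100% = response to 3 µM Δ7-dafachronic acid high control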
DAX1 inh-2 = blocks DAX1 repression of SF-1 activated StAR promoter; 1.1% of 370,000 active; HEK293T StAR-luciferase reporter, SF-1/DAX-1 repression relief; AID 652010; inhibition, % at 6.8 µM;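 active = inhibition above the mean over all tested compounds plus 3 SD, cut at about 3.6% in these data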;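 note: 0% = DAX-1 cells with DMSO and 100% = cells lacking DAX-1 with DMSO; higher inhibition means more luminescence from relief of DAX-1 repression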
Numbers without * were called inactive; i = inactive; / = not tested or not shown.

SMILES	PG9 binder	ssDAF12 agonist	DAX1 inh-1	SMARCA2 act	ADAM17 inh	ADAM10 inh	hgDAF-12 ag	GAA850 FXN act	GC-A act	hcDAF-12 act	DAX1 inh-2
CCNC(=S)N(CCc1c(C)[nH]c2ccc(Cl)cc12)Cc1cccnc1	-1.7	-1.0	-0.4	-0.6	-3.1	8.0	-0.2	-1.1	-29.0	-2.3	-0.2
Cn1c(=O)n(CC(N)=O)c(=O)c2c1nc1n2CCCN1Cc1ccccc1	-4.3	-1.1	2.3	1.1	-1.9	-2.6	0.8	7.1	-4.5	-0.6	0.0
O=C(COC(=O)C1CCN(c2ccc(C(F)(F)F)cn2)CC1)Nc1ccc(Cl)cc1	0.7	-0.5	-0.3	-0.5	7.2	26.8*	1.5	1.0	-1.1	-0.5	-1.1
CN(C)CCCNC(=O)/C=C/c1ccc2c(c1)OCO2	-0.6	-1.2	-1.1	0.1	-19.0	-57.6	-0.2	1.3	-1.3	0.0	-0.2
O=C(Nc1ccc2c(c1)OCCO2)C1CCCC1	0.6	-2.7	2.2	-6.4	2.0	-2.6	-12.5	-9.4	2.7	-5.5	-6.2
Cn1c(=O)c2c(nc(N3CCN(C(=O)c4ccco4)CC3)n2CCSc2ncccn2)n(C)c1=O	-0.2	-1.3	0.3	-2.2	0.6	0.6	-0.3	0.3	-2.0	-2.4	0.1
COc1ccc(C(CNC(=O)CNC(=O)c2ccccc2Cl)N2CCCC2)cc1 (stereo not given)	-1.5	-1.5	1.4	1.7	-8.7	-18.1	2.5	-2.2	-4.5	0.1	1.8
Cc1cccc(C(=O)N2CCN(c3ccc(N4CCOCC4)nn3)CC2)c1	1.1	2.2*	4.4*	-3.2	-130.7	-410.1	-2.3	1.1	-0.3	-0.2	-0.6
CC(NC(=O)c1cc(S(=O)(=O)N2CCOCC2)ccc1F)c1ccc(-n2ccnc2)cc1 (stereo not given)	-0.3	-0.9	0.0	-2.8	-8.1	-8.8	-0.2	-1.4	-1.2	0.1	-0.1
COc1cccc2c1cc1c(=O)n(CC(=O)N3CCN(c4cccc(C)c4C)CC3)nc(C)n12	-0.4	-1.3	1.6	-1.1	-7.3	-13.9	1.8	1.0	1.9	-1.1	-0.8
Cc1ccc(S(=O)(=O)NNC(=O)C(=O)NNS(=O)(=O)c2ccc(C)cc2)cc1	-1.1	-0.8	0.8	-4.5	-2.6	-3.3	-1.3	3.4	-4.5	-1.2	0.2
O=C1CCCN2N=C(SCC(=O)Nc3ccc(Cl)cc3)SC2=N1	2.0	-1.3	-1.1	-3.1	-1.2	3.3	-3.3	-1.8	-1.8	-1.1	-1.2
CC1Cc2cc(S(=O)(=O)N3CCC(C(=O)Nc4ccccn4)CC3)ccc2N1C(=O)C1CCC1 (stereo not given)	0.1	-1.9	-0.6	-5.1	0.8	-1.4	-3.1	1.2	0.8	-4.6	-1.3
COc1ccc(Nc2nc(N)nc(CCl)n2)cc1	0.8	-0.7	-1.0	3.3	-5.3	-9.8	3.7	-6.9	1.6	-1.3	-0.2
O=C(COC(=O)CCNS(=O)(=O)c1ccc(Cl)cc1)NCc1ccco1	-0.1	-1.1	-1.5	-0.5	-6.9	-10.4	-1.6	1.6	-3.7	0.1	-0.5

Structural class: the entries above with an aryl methoxy group (3)
SMILES	PG9 binder	ssDAF12 agonist	DAX1 inh-1	SMARCA2 act	ADAM17 inh	ADAM10 inh	hgDAF-12 ag	GAA850 FXN act	GC-A act	hcDAF-12 act	DAX1 inh-2
COc1ccc(C(CNC(=O)CNC(=O)c2ccccc2Cl)N2CCCC2)cc1 (stereo not given)	-1.5	-1.5	1.4	1.7	-8.7	-18.1	2.5	-2.2	-4.5	0.1	1.8
COc1cccc2c1cc1c(=O)n(CC(=O)N3CCN(c4cccc(C)c4C)CC3)nc(C)n12	-0.4	-1.3	1.6	-1.1	-7.3	-13.9	1.8	1.0	1.9	-1.1	-0.8
COc1ccc(Nc2nc(N)nc(CCl)n2)cc1	0.8	-0.7	-1.0	3.3	-5.3	-9.8	3.7	-6.9	1.6	-1.3	-0.2

Later entries:
SMILES	PG9 binder	ssDAF12 agonist	DAX1 inh-1	SMARCA2 act	ADAM17 inh	ADAM10 inh	hgDAF-12 ag	GAA850 FXN act	GC-A act	hcDAF-12 act	DAX1 inh-2
Cc1nc(NC(=O)CSc2nnc(-c3ccccc3)c(-c3ccccc3)n2)c(Cl)cc1Cl	1.5	-0.9	-1.5	0.4	5.5	9.9	2.8	-3.3	-3.2	4.6	0.5
Cc1ccc2oc(C(Cl)(Cl)Cl)cc(=O)c2c1	-0.3	-1.1	-1.7	2.3	-1.5	-3.3	-2.0	-1.8	-4.2	-2.4	-0.3
Cc1occc1-c1nnc(SCC(=O)NC(C)(C)C)n1CC(C)C	0.3	-1.3	-0.4	-2.2	-2.3	-3.0	-1.1	3.0	0.9	-0.7	0.0
COc1cccc(C(C#N)N2CCOCC2)c1 (stereo not given)	0.5	-0.7	0.1	0.4	-1.0	-6.6	0.1	-0.6	-2.0	-1.1	0.5
Cc1cc[n+](-c2[nH]c(=O)sc2/C=N/NC(=O)c2ccccc2[O-])cc1C	-4.9	-0.6	-1.3	-2.4	-0.7	3.5	2.1	2.3	0.8	0.5	-0.6
CCOc1ccc2[nH]cc(S(=O)(=O)c3ccc(C)cc3)c(=O)c2c1	0.0	-0.2	-0.9	4.9	-3.4	-11.9	-2.1	1.1	-2.6	-0.1	-0.5
Cc1ccc(N2CSC3=C(C#N)C(c4cccs4)CC(=O)N3C2)cc1 (stereo not given)	3.3	-0.9	0.7	3.0	-3.2	-13.9	4.8	1.3	1.5	3.4	2.7
CCc1ccc2[nH]c(=O)c(CN(CCO)C(=O)NCc3ccccc3)cc2c1	0.9	-0.8	0.1	1.0	-10.2	-37.2	0.4	-3.0	0.0	-0.4	0.1
O=C(/C=C/c1ccccc1)Nc1ccc(N2CCCCC2)cc1	-1.1	-0.1	0.3	0.8	-0.5	1.1	12.6*	4.3	0.0	0.7	1.7
CC1(c2nnnn2Cc2ccccc2)CCCCC(=O)N1Cc1cccs1 (stereo not given)	/	-1.1	/	-0.1	-5.2	-5.5	4.2	/	2.1	0.6	-0.3
COc1ccc(OC)c(S(=O)(=O)N2Cc3ccccc3CC2C(=O)Nc2nccs2)c1 (stereo not given)	0.5	-0.5	1.0	1.8	-2.6	-11.6	1.5	0.2	-27.4	4.2	-0.6
Cc1nnc(SCC(=O)NC2CCCCCC2)n1C	-0.2	-0.3	0.3	0.7	-2.0	2.3	-1.1	-1.3	-0.1	0.1	-0.8
O=C(COc1ccc2ccccc2c1)Nc1ccncc1	-0.2	-2.3	-1.9	-4.6	4.7	6.7	-4.1	0.1	4.4	-2.4	-3.0
COc1ccc(Cl)cc1NC(=O)COC(=O)CCCN1C(=O)c2ccccc2C1=O	0.2	-1.0	0.3	2.1	-0.5	5.7	-2.5	1.2	-2.9	2.0	0.3
CC(C)NCC(O)c1ccc(NS(C)(=O)=O)cc1 (stereo not given)	-0.2	-1.5	1.4	-2.0	-7.0	-13.5	0.0	-0.2	0.3	-0.5	-0.2
Cn1cccc1C(=O)/C(C#N)=C/c1ccc(F)cc1	1.2	-0.1	1.4	-2.2	-4.2	4.4	0.5	1.4	1.3	1.4	0.6
Cc1ccc(S(=O)(=O)NCc2ccc(C(=O)N3CCCC3)cc2)cc1	-1.9	-1.9	-1.4	-1.7	-5.3	-4.4	0.1	2.3	-1.0	-1.6	0.6
Cc1ccc(C)c(C(=O)C(C)Sc2nc3nn(-c4ccccc4)c(=O)c-3c3n2CCCCC3)c1 (stereo not given)	-2.9	-1.2	0.3	-0.9	-0.9	-8.0	0.2	0.0	-5.0	0.0	0.9
COC(=O)N/N=C\c1cccc(OC(=O)c2cccs2)c1	2.2	-1.3	/	6.0	-1.8	1.0	-0.3	-1.0	3.3	-1.7	0.5
COC(=O)C(C)Oc1ccc2c(-c3cccc([N+](=O)[O-])c3)cc(=O)oc2c1 (stereo not given)	-1.9	-1.4	1.0	1.3	0.6	-0.1	-1.1	0.3	6.9	-0.9	-0.7
COc1ccc(CN(CC(=O)NC(C)C)C(=O)CCC(=O)Nc2nccs2)cc1	0.3	-1.2	0.6	-1.7	1.1	-10.0	0.6	-3.2	2.3	-2.4	-0.1
O=C1CCC(=O)N1CC(O)COc1ccccc1 (stereo not given)	0.0	-1.4	-0.7	1.1	-3.6	4.0	0.9	0.7	0.8	-1.9	-0.2
O=C(Nc1cccc(O)c1)c1cccc(NC(=O)c2cccs2)c1	-0.8	-1.3	0.6	-1.4	3.2	5.2	2.5	-0.8	-2.5	-0.1	-0.1
CCN1CCCC1CNC(=O)CCc1nc(-c2ccc(C)cc2)no1 (stereo not given)	1.5	-1.7	0.1	-0.1	2.4	9.5	-1.0	-1.8	-0.9	-1.3	-0.1
C[C@H](CO)N1C[C@H](C)[C@@H](CN(C)CC2CCOCC2)Oc2ncc(Br)cc2C1=O	-1.1	-0.8	1.3	0.1	-2.9	-8.2	0.2	1.5	3.2	0.1	-0.2
CCOc1ccc(C(=O)NCC(=O)OC(C)C(=O)NCc2ccco2)cc1OCC (stereo not given)	1.3	-0.5	-0.6	-1.0	-8.9	-10.6	-0.7	4.5	1.8	-2.9	-0.1
CCOCCCn1c(=NC(=O)c2ccco2)c(C(=O)OCC)cc2c(=O)n3cccc(C)c3nc21	-1.4	-0.1	0.0	7.8*	i	i	4.6	1.4	12.8	-0.8	0.3
COc1ccc(C2=NCN(c3ccc(C)cc3)C(=S)N2)cc1	-0.5	-1.0	0.0	3.0	-2.2	4.3	7.5	6.2	12.2	0.7	0.2
O=C(O)/C=C\C(=O)Nc1ccc(Oc2ccc(Br)cc2)cc1	-3.8	-1.0	0.1	1.8	-0.5	-1.1	4.3	0.7	-2.0	1.4	-0.7
COc1ccc(CNC(=O)NC2CCCCC2)cc1	0.3	-0.1	0.9	0.6	2.0	6.3	7.8	1.7	2.0	1.8	2.2
S=c1[nH]c(-c2ccccc2)cn1-c1ccccc1	-0.9	-1.1	4.1	3.6	-2.4	0.5	3.9	3.0	0.5	0.4	0.6
Cc1ccc(C)c(-n2cc(CN3CCCN(C=O)CC3)c(-c3ccccc3)n2)c1	0.1	-1.1	0.1	5.0	1.7	5.4	1.5	2.5	1.3	0.8	0.4
Cc1nc2scc(-c3cccs3)c2c(=O)o1	0.6	-0.7	0.1	1.6	-2.8	6.3	-0.7	-1.1	4.3	1.9	-0.7
O=C(CC(C(=O)O)C1CCCO1)NCCc1ccc2c(c1)OCO2 (stereo not given)	-0.7	-1.1	-0.6	1.3	1.6	4.8	0.0	-1.4	-1.4	0.0	0.5
COc1ccc(N2C(=O)c3ccccc3NC2c2ccc(OC)c(Cn3cc([N+](=O)[O-])cn3)c2)cc1 (stereo not given)	-0.8	-0.6	3.6	5.4	-2.6	-0.1	4.7	4.8	-11.1	2.0	1.7
CCCOC(=O)/C(C)=N\NC(=O)c1ccco1	-1.3	-0.5	3.0	3.5	-2.8	-6.4	8.9	2.6	-0.5	5.1	2.4

Screening results deposited in PubChem BioAssay by several laboratories.
